hERG WT inh = blocks the wildtype human KCNH2 potassium channel. Q12809. U2OS, BacMam KCNH2, thallium flux FluxOr; stronger effect = lower value. activity change, % at 1.84 µM. 0.37% of 340,000 active;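 active means maximum activity change below -70%; inconclusive means maximum activity change between -70% and -50%; inactive means maximum activity change above -50%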; further: on the % scale 0 is the no-effect control and ±100 the full control effect
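U2OS cells were transduced with wild-type KCNH2 virus (2.03 x 10^8 / mL) for 4 h at room temperature, then cultured overnight at 37 C. Thallium flux was read with FluxOr dye. Rate constants were normalized to DMSO controls.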
Coupling enz = coupling enzyme interference in Giardia aldolase counter-screen; AID 2472; 0.67% of 290,000 active; coupling enzyme system counterscreen, AmpLite Red fluorescence; activity change, negative = inhibition, % at 58.2 µM, hits read low; in the data active means activity change below about -30%; further: on the % scale 0 is the no-effect control and ±100 the full control effect
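Coupling enzymes only (glyceraldehyde-3-phosphate) + compound, at 57.5 uM final, 10 min RT; add substrate/coupling/AmpLite Red mix, 20 min RT; fluorescence ex 525/em 598 nm. Actives flag coupling-system interference.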
Giardia killer = Giardia lamblia killing; Giardia lamblia trophozoite viability; activity change, % at 7.66 µM, hits read low; 0.15% of 340,000 active; in the data active means activity change below about -80%; inconclusive means between about -30% and that limit;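 further: parasites exposed to compound for two days anaerobically before the ATP read; on the % scale 0 is the no-effect control and ±100 the full control effect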
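Anaerobic 48 hrs incubation at 37 deg C of 100 trophozoites/well with test compounds; ATPLite 1-Step luminescence, 15-30 min RT, reports cellular ATP as viability.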
TSHR antag = blocks TSH signaling through the human TSH receptor; activity change, negative = inhibition, % at 11.5 µM; P16473; TSHR-expressing cells, TSH-stimulated cAMP HTRF, 2 h; stronger effect = lower value; 0.2% of 330,000 active; AID 504810;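 active means activity change below a set negative limit, meaning inhibition stronger than a set level, cut at about -70% in these data; inconclusive means activity change between two set negative limits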; further: on the % scale 0 is the no-effect control and ±100 the full control effect
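TSHR-expressing cells were treated with compounds, then stimulated with TSH at EC80 (4nM final) for 2 hours at 37 deg C. Cellular cAMP was measured by HTRF competition between lysate cAMP and cAMP-d2 for a cryptate-labelled anti-cAMP antibody.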
Chronic BCR inh = inhibitors of chronic active B-cell receptor signaling; Potency, µM (series often up to 46.1 µM), inactives show at the top dose ratio change, negative = lower green/red ratio, actives largely listed as inhibitors; AID 493014; ABC-DLBCL IkBa-CBG/CBR reporter, luminescence ratio, 4 h; 0.05% of 340,000 active; active means well fitted inhibition curve with a large enough effect in the signal ratio, with a control signal flat, not every such curve was filed as active; inconclusive means small, poorly fitted or top-dose-only effect, or effect the other way, or a change in a side signal; the % refers to the signal ratio;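 further: potency means the concentration at half of the fitted maximal effect; plate controls were basal doxycycline-induced cells for no effect and cells given 10 µM MG132 for full effect; MG132 reads +100%, hits lower the ratio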
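Cell line TMD8 (human ABC DLBCL), stably expressing tet-inducible CBG68-IkBa fusion and CBR; IMDM/0.5% FBS; cpd up to 46 uM; dox induction, 4 h, 37C/5% CO2; dual luminescence; green/red ratio; MG132 control.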
MLL CXXC-DNA inh = MLL CXXC-DNA interaction inhibition; Potency, µM (highest dose often 115 µM), without a hit: at the top dose activity change, negative = inhibition, usual class: inhibitors; MLL-CXXC / FITC-HOXA9 DNA fluorescence polarization; 0.037% of 290,000 active; Q03164; active means well fitted inhibition curve with a large enough effect in the polarisation, with a control signal flat, not every such curve was filed as active; inconclusive means small, poorly fitted or top-dose-only effect, or effect the other way, or a change in a side signal; inactive means no such curve, though single readings can be large or run the other way; the % refers to the polarisation; further: potency means the concentration at half of the fitted maximal effect
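Steps: dispense CXXC domain solution (7 uM) → pin compounds or unlabeled HOX-A9 DNA control → 5 min ambient → add FLSN-HOX-A9 solution (50 nM) → spin → 30 min ambient → fluorescence polarization. Tris pH 7.5/NaCl/DTT/BSA buffer.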
A-T KAP1 phos = potential ataxia-telangiectasia treatments restoring KAP-1 phosphorylation | […] A-T fibroblasts, KAP-1 phosphorylation AlphaLISA; neocarzinostatin DNA damage 30 min before lysis | 0.19% of 320,000 active | Potency, µM (doses to about 57.5 µM), for inactives: at the top dose activation, most hits filed as activators; further: potency means the concentration at half of the fitted maximal effect; % of control where 0% means no effect; nearly all actives have a fitted effect of over 45% in size
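hTERT-immortalized A-T patient fibroblasts ([…]), 500 cells/well in OPTI-MEM, 1% FBS, got compounds for 60 min, then NCS for 30 min at 37C. Lysates were then assayed for phospho-KAP-1 by AlphaLISA (anti-pKAP1 donor, anti-KAP1 acceptor beads), 6 hr at 25C.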
GALK inhibitor = blocks human galactokinase activity; P51570; Purified GALK, Kinase-Glo residual ATP luminescence; Potency, µM (highest dose often 57.5 µM), inactives show at the top dose activity change, negative = inhibition, actives largely listed as inhibitors; 0.007% of 270,000 active; AID 1868; further: potency means the concentration at half of the fitted maximal effect; on the % scale 0 is the no-effect control and ±100 the full control effect
Target sequence (P51570 whole entry, looked up): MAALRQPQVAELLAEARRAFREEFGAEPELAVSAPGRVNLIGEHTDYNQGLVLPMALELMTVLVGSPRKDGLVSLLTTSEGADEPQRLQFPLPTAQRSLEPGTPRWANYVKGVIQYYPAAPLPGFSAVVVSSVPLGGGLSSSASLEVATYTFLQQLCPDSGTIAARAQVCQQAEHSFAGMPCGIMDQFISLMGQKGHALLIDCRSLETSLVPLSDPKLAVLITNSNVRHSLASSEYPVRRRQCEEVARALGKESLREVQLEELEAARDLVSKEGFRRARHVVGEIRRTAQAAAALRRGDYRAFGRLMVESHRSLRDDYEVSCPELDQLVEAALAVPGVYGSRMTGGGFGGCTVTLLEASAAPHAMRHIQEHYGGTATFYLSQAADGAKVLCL
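ATP-depletion format; final 35 uM ATP, 100 uM D-galactose, 5 nM enzyme; pH 8.0 HEPES/Mg2+ buffer; 60 min RT; luminescence read 10 min after detection reagent.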
Tb PFK inh = T. brucei PFK enzyme inhibition. T. brucei PFK, ADP-Glo luminescence. Potency, µM (doses to about 57.5 µM), without a hit: at the highest dose activity, negative = inhibition, most hits filed as inhibitors. 0.17% of 330,000 active. AID 485367;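 further: potency means the concentration at half of the fitted maximal effect; 0% = uninhibited 1x PFK enzyme wells and -100% = no-enzyme wells; nearly all actives have a fitted effect of over 60% in size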
Target sequence (O15648 whole entry, looked up): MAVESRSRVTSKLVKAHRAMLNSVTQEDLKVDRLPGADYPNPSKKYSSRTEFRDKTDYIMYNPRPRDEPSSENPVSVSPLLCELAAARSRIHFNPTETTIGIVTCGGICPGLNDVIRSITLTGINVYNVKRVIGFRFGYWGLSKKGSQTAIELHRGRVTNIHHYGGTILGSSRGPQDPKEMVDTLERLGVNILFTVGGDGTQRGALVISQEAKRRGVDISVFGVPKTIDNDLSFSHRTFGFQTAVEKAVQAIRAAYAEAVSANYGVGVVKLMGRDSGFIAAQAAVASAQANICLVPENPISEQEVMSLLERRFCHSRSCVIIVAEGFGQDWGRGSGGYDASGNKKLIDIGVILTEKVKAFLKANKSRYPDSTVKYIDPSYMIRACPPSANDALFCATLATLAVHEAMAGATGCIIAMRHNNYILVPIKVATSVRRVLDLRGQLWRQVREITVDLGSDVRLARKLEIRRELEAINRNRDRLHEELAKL
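ADP-Glo luminescence quantified ADP after 45 min at room temperature, with 1.25 nM T. brucei PFK, 0.1 mM ATP and 0.5 mM fructose-6-phosphate in pH 8.0 TEA buffer. qHTS titrations up to 57 µM; curves classified by quality.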
TCR act = T cell receptor activation; primary human leukocytes, anti-CD3, IL-2 HTRF, 48 h; Potency, µM (doses to about 9.22 µM), inactives show top-dose activation of IL-2 secretion, usual class: activators; 330,000 tested, under 10 active; AID 504894; further: % of control where 0% means no effect
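Primary human leukocytes were stimulated with a-CD3 beads plus compounds for 48 hr without co-stimulation; secreted IL-2 was quantified by HTRF using a-IL-2-K (europium cryptate) and a-IL-2-d2, excited at 320nm with acceptor emission read at 665nm.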
Active calls of the source: *; ? = inconclusive; . = no result given; [ ] = dose if it differs, or a comment. Unless noted, the call rests on the fitted dose curve; in most records, active means well fitted curve in the direction sought with a large enough effect; inconclusive means small, poorly fitted or top-dose-only effect, or another doubt; inactive means no such curve, though single readings can be large; an effect the other way counts as inactive or inconclusive.

Every second line gives: Tb PFK inh	Giardia killer	TSHR antag	A-T KAP1 phos	Chronic BCR inh	TCR act	hERG WT inh	MLL CXXC-DNA inh	GALK inhibitor	Coupling enz
- CCn1c(=O)[nH]c2ccccc2c1=O
 : -9%	-16	-3	8%	-5%	-9%	-11	0%	.	-3
- CC(NC(=O)CSc1ncccc1C(=O)O)C1CC2CCC1C2 (stereo not given)
 : -2%	27	-6	9%	-9%	7%	9	5%	10%	5
- CC(C)CCNC(=O)C1CC(=O)N(C2CCCC2)C1 (stereo not given)
 : 2%	-4	5	.	3%	-4%	0	-5%	3%	2
- c1ccc(Cn2nnc3c(N4CCOCC4)ncnc32)cc1
 : -7%	13	6	10%	-6%	9%	0	-6%	-2%	-3
- COc1ccc(/C=N\n2nnc3ccccc32)cc1
 : 0%	-5	-11	7%	?	-5%	-5	4%	3%	2
- Cc1cc(C)cc(NC(=O)N2CCCC2C(=O)NCc2ccco2)c1 (stereo not given)
 : 5%	-2	2	1%	?	3%	-10	-3%	1%	-1
- O=C(NCCc1ccc(Cl)cc1)C1CCN(C(=O)c2sccc2-n2cccc2)CC1
 : 1%	-20	-13	0%	?	2%	-2	-3%	-1%	2
- COc1ccc(-c2nnc3n(CCc4ccccc4)c(=O)c4ccccc4n23)c(OC)c1
 : -2%	-5	-20	2%	?	-4%[46.1 µM]	15	-2%	1%	0
- CCC/C=N/NC(=O)c1cc(Br)ccc1O
 : 13%	2	-20	7%	?	1%[46.1 µM]	-1	?	.	-1
- CC(=O)c1ccc(N2C(=O)C3C(C2=O)C(C(=O)c2ccc(Cl)cc2)N2CCCC32)cc1 (stereo not given)
 : 0%	-13	-5	1%	-7%	-2%	-2	?	-3%	0
- CCOc1cccc2sc(Nc3nc4ccc(NC(C)=O)cc4s3)nc12
 : 9%	-28	-16	5%	?	2%[46.1 µM]	27	17%	2%	1
- N=C1/C(=C\c2coc3ccccc3c2=O)C(=O)N=C2SC=CN12
 : -1%	-5	-2	-4%	?	-6%	-7	?	-5%	-1
- CCOC(=O)/C(C#N)=C/c1cn(CCOc2ccc(OC)cc2)c2ccccc12
 : 4%	-11	-2	-2%	?	-13%[46.1 µM]	2	10%	-2%	-7
- O=C1CCCc2c1nc(-c1ccc([N+](=O)[O-])cc1)n2O
 : -3%	15	10	-13%	?	-1%	11	2%	1%	-23
- CN1CCN(NC(=O)NC2CCCCC2)CC1
 : -9%	2	6	3%	-1%	-5%	-23	21%	-2%	-2
- Cc1ccc(OCCC(=O)OC(C)C(=O)NC2CC2)cc1 (stereo not given)
 : 13%	-5	5	10%	5%	-1%	1	.	.	.
- CCOc1cc(/C=C2/C(=N)N3C(=NC2=O)SN=C3S(=O)(=O)CC)ccc1OC(=O)c1ccco1
 : -4%	26	-19	-2%	10%	-12%	29	63%[activator]	-27%	.
- O=C(CSc1ccc(Cl)cc1)NC(=O)c1ccccc1
 : 2%	-2	-6	-1%	3%	4%	-8	.	.	.
- Cc1cc(C)c(C#N)c(SCc2cn3c(C)cccc3n2)n1
 : 3%	4	33	.	?	-6%[46.1 µM]	-4	8%	-3%	0
- O=C(O)[C@@H]1CCCN(S(=O)(=O)c2cccc3cccnc23)C1
 : -4%	-1	5	1%	-15%	-2%	1	.	.	.
- CCCCn1c(=O)[nH]c(=O)c2c1nc(-c1ccc(C#N)cc1)n2C1CCCC1
 : 0%	9	-3	5%	6%	0%	6	2%	5%	0
- CCOc1ccc(CN(C(=O)c2cc3ccccc3oc2=O)C2CCS(=O)(=O)C2)cc1 (stereo not given)
 : -13%	6	0	2%	-13%	-1%	-1	5%	3%	0
- CCOC(=S)SCC(=O)Nc1nc(-c2ccc(Br)cc2)cs1
 : 0%	-11	-33	5%	?	3%[46.1 µM]	-12	46%[activator]	-2%	0
- CC1=[N+](C)c2ccc3ccccc3c2C1(C)C
 : 1%	-5	4	16%	?	-6%[46.1 µM]	1	1%	0%	-14
- CCN(CC)CCNC(=O)c1ccc(CS(=O)(=O)c2ccc(Br)cc2)o1
 : 0%	16	14	1%	14%	-2%[46.1 µM]	29	5%	0%	-2
- O=C(Cn1c(=O)c2c3c(sc2n(Cc2ccccc2)c1=O)CCCC3)NCCO
 : 21%	-25	8	?	?	-4%	0	1%	-2%	2
- CCCCn1c(=O)c2c(nc3n2CCCN3Cc2ccccc2)n(C)c1=O
 : 0%	-10	-9	-2%	4%	-1%	3	-4%	-3%	-1
- CCSc1nnc(NC(=O)c2cc(-c3ccc(C)c(C)c3O)n[nH]2)s1
 : -5%	-12	2	-1%	-3%	0%[46.1 µM]	-12	0%	-1%	0
- O=C(C1CCCN(Cc2ccccc2F)C1)N1CCCC1 (stereo not given)
 : -10%	-25	26	-2%	-1%	0%	4	3%	-6%	2
- CNC(=S)NNC(=O)c1sccc1OCc1ccc(Cl)cc1Cl
 : 8%	-27	7	-1%	0%	7%	-4	13%	-1%	0
- COc1ccc(CCNC(=O)[C@H](C)N2C(=O)N3CCc4c([nH]c5ccccc45)[C@@]3(C)C2=O)cc1OC
 : 6%	3	-11	-10%	-1%	12%	-1	2%	.	2
- CC(C)CCNC(=O)C(c1ccco1)N(Cc1cccs1)C(=O)Cn1nnc2ccccc21 (stereo not given)
 : 2%	-7	2	3%	?	0%	-5	-2%	-5%	-3
- CN(C)S(=O)(=O)c1ccc(C(=O)NCC[N+]2(C)CCCCCC2)o1
 : -3%	4	-5	-2%	1%	.	6	-2%	-1%	-1
- COc1ccc([C@@H]2CC(=O)c3c(O)cc(O[C@@H]4O[C@H](CO[C@@H]5O[C@@H](C)[C@H](O)[C@@H](O)[C@H]5O)[C@@H](O)[C@H](O)[C@H]4O)cc3O2)cc1O
 : ?	-9	5	2%	?	-8%	-2	17%	.	1
- Cc1cccc(-c2cccc(NC(=O)C3CCCN(C(=O)c4csc(C)n4)C3)c2)c1 (stereo not given)
 : -1%	-2	-5	8%	?	-1%	-8	10%	8%	-8
- Cc1ccccc1NC(=O)CCCCCN1C(=O)[C@@H]2Cc3ccccc3CN2C1=O
 : 1%	-1	-1	14%	-8%	0%	-2	13%	1%	.
- Cn1cccc1/C=C(\C#N)C(N)=S
 : -11%	-19	1	-6%	-10%	-18%	3	5%	5%	2
- Cc1sc2nc3n(c(=O)c2c1C)Cc1ccccc1-3
 : 1%	.	2	9%	4%	.	.	6%	4%	3
- COc1ccc(S(=O)(=O)NN(C)c2ncc(C(F)(F)F)cc2Cl)cc1
 : 0%	0	1	0%	-5%	1%	-3	10%	6%	-2
- Cc1ccccc1NC(=O)c1cc2ccccc2o1
 : 2%	-14	0	7%	?	-10%	-17	0%	1%	-1
- Cc1ccc2c(c1)N(CCCC(=O)NCc1cccnc1)C(=O)CO2
 : 0%	6	12	-22%	0%	3%	-4	7%	.	3
- CSc1ccc(/C=C/C(=O)OCC(=O)N2CCN(S(=O)(=O)c3ccc(C)cc3C)CC2)cc1
 : 1%	?	-7	7%	?	1%	11	.	.	.
- CCCCc1cc(=O)oc2c(CN(C)C)c(O)c(Cl)cc12
 : -2%	-7	4	13%	-1%	3%	-5	-9%	0%	-5
- COc1ccc(NC(=O)CN(C)C(=O)c2ccc(NS(=O)(=O)c3ccc4[nH]c(=O)[nH]c4c3)cc2)cc1
 : 3%	-14	-1	6%	-5%	1%	-3	.	.	.
- CCN(CCn1cccn1)Cc1cn[nH]c1-c1cccc2ccccc12
 : -17%	20	1	-23%	-3%	2%	10	6%	2%	0
- COc1ccc(CN2CCN(C(=O)Cn3nc(C)n4cccc4c3=O)CC2)c(OC)c1OC
 : 6%	-2	-11	3%	-2%	-4%	1	12%	-1%	.
- O=C(NCc1ccc(F)cc1)c1cc(S(=O)(=O)N2CCCCC2)c[nH]1
 : -11%	6	5	0%	-6%	4%	0	-2%	.	0
- CCc1cccc2c(C(=O)COC(=O)[C@@H]3CC(O)CN3S(=O)(=O)c3ccccc3[N+](=O)[O-])c[nH]c12 (stereo not given in full)
 : 1%	-22	0	-10%	-2%	7%[46.1 µM]	0	.	.	.
- Cc1ccc(/C=N/N2CCN(Cc3ccccc3)CC2)s1
 : 0%	-13	48	-17%	-4%	-2%	7	-5%	-1%	0
- CN(CCC#N)C(=O)COC(=O)c1cccnc1Nc1ccccc1F
 : 0%	-16	1	8%	?	-2%	-22	-12%	11%	-2
- COc1ccc(/C=C/C(=O)c2cc(Br)ccc2O)cc1OC
 : -6%	-17	-11	0%	3%	6%	-4	-5%	-4%	1
- COc1cccc(CNC(=O)Cc2c(C(=O)O)[nH]c3ccccc23)c1
 : -1%	-5	8	-5%	-3%	.	1	9%	-8%	4
